HTT cytoprotect: qHTS Multiplex Assay to Identify Dual Action Probes in a Cell Model of Huntington: Cytoprotection (ATP); actives 0.14% (n = 230,000); Potency, µM (titrated, usually from 56.4 µM), inactives show cytoprotection (ATP increase), actives largely listed as activators; PC12 HTT-Q103 induced, cytoprotection, ATP luminescence, 40 h;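 further: potency means the concentration at half of the fitted maximal effect; % of control where 0% means no effect; nearly all actives have a fitted effect of over 45% in size; toxic huntingtin expression switched on by the ecdysone agonist tebufenozide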
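Quantitative HTS on tebufenozide-induced (100 nM) PC12 cells expressing HTTQ103 exon 1–GFP; compounds tested as a concentration series; survival measured via cellular ATP.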
HttQ103 aggreg: qHTS Multiplex Assay to Identify Dual Action Probes in a Cell Model of Huntington: Aggregate Formation (GFP); AID 1688, 2009; Potency, µM (series often up to 46.1 µM), without a hit: at the top dose activity change, negative = inhibition, hits mostly inhibitors; actives 1.1% (n = 220,000); PC12 HttQ103-GFP aggregates, Acumen cytometry, 40 h; further: potency means the concentration at half of the fitted maximal effect; on the % scale 0 is the no-effect control and ±100 the full control effect; nearly all actives have a fitted effect of over 60% in size
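Steps: seed 1500 PC12 HTTQ103-GFP cells/well; add tebufenozide, 100 nM final; add compound titration; add ATPLite reagent; quantify GFP aggregates by laser scanning cytometry.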
CBFb RUNX1 block: qHTS Assay for Compounds Blocking the Interaction Between CBF-beta and RUNX1 for the Treatment of Acute Myeloid Leukemia; Runt-related transcription factor 1 (Homo sapiens) + Core-binding factor subunit beta …; AlphaScreen CBFb-His/RUNX1-biotin binding, biochemical; Potency, µM (titrated, usually from 59.8 µM), for the others: at the top dose activity, negative = inhibition, most hits filed as inhibitors; 230,000 tested, under 10 active; AID 1477, 2009; further: % of control where 0% means no effect
Target sequence (Q01196 whole entry, looked up): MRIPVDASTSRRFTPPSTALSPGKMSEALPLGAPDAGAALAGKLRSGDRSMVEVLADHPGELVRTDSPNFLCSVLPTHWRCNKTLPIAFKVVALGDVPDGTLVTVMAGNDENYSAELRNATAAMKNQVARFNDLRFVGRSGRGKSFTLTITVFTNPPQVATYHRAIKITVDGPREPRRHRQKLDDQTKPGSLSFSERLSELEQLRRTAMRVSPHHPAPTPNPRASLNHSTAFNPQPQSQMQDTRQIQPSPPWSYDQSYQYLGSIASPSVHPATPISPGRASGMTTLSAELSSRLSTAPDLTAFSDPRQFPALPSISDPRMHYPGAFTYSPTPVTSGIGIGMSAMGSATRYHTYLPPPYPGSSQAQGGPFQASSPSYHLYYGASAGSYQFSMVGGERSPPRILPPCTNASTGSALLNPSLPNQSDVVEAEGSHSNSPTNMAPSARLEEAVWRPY
Target sequence (Q13951 whole entry, looked up): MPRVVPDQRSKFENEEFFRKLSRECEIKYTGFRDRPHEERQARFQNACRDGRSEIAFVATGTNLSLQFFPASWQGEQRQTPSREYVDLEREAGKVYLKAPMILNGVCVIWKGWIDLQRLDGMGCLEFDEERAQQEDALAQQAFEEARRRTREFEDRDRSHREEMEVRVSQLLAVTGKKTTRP
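Inhibition was taken as any reduction in AlphaScreen signal from the CBF-beta–RUNX1 pair (His and biotin tags, 30 nM each), measured after compound (15 min) and bead (90 min) incubations at room temperature.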
aGlu spleen mod: qHTS Assay for Inhibitors and Activators of Human alpha-Glucosidase From Spleen Homogenate | Lysosomal alpha-glucosidase (Homo sapiens), P10253 | Potency, µM (doses to about 79.9 µM), for the others: at the highest dose activity change, negative = inhibition, hits mostly inhibitors | actives 0.006% (n = 240,000) | human spleen homogenate, 4-MU-alpha-glucoside fluorescence | AID 2112, 2009;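 further: potency means the concentration at half of the fitted maximal effect; 0% = enzyme with vehicle and -100% = no enzyme basal signal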
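Human spleen homogenate (1 ug) with 4-methylumbelliferyl-alpha-D-glucopyranoside (1 mM final) in 50 mM citrate/phosphate pH 5.0, 0.01% Tween-20; 40 min at 37 C. Stopped at pH 10; 4-MU fluorescence Ex 365/Em 440 nm; AC50 by Hill fit.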
Lamin A splicing: qHTS Assay for Modulators of Lamin A Splicing; actives 0.01% (n = 200,000); HeLa LMNA splicing GFP/RFP minigene ratio, 48 h; Potency, µM (top dose mostly 46.1 µM), without a hit: top-dose ratio change, negative = inhibition, usual class: inhibitors; active means well fitted inhibition curve with a large enough effect in the signal ratio, with a control signal flat, not every such curve was filed as active; inconclusive means small, poorly fitted or top-dose-only effect, or effect the other way, or a change in a side signal; the % refers to the signal ratio; further: potency means the concentration at half of the fitted maximal effect; on the % scale 0 is the no-effect control and ±100 the full control effect
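Read-out is the ratio of GFP to DsRed2 object intensity, acquired by 488 nm laser-scanning cytometry on HeLa lamin A-EGFP minigene reporter cells. Compound incubation 48 hrs at 37 °C in Opti-MEM with 2% FBS; DMSO 0.5% final.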
GAA inh: qHTS Assay for Inhibitors of Human alpha-Glucosidase as a Potential Chaperone Treatment of Pompe Disease | Lysosomal alpha-glucosidase (Homo sapiens), P10253 | purified human GAA, 4-MU-alpha-glucoside fluorescence | Potency, µM (top dose mostly 76.9 µM), for inactives: at the highest dose activity change, negative = inhibition, most hits filed as inhibitors | actives 0.005% (n = 200,000) | AID 1466, 2008;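 further: potency means the concentration at half of the fitted maximal effect; plate controls were uninhibited enzyme wells for no effect and no-enzyme background for full effect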
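qHTS format, compound range up to 77 uM. Human lysosomal enzyme at 4 nM, 400 uM 4-MU glucoside substrate, pH 5.0, 20 min room temperature; fluorescence after alkaline stop gives activity normalized to controls.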
GAA glycogen mod: qHTS Assay for Inhibitors and Activators of Human alpha-Glucosidase Cleavage of Glycogen; Lysosomal alpha-glucosidase (Homo sapiens), P10253; recombinant GAA, glycogen substrate, Amplex Red glucose oxidase fluorescence; Potency, µM (series often up to 76.4 µM), for the others: at the top dose activity change, negative = inhibition, hits mostly inhibitors; actives 0.38% (n = 300,000); AID 2100, 2009;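 further: potency means the concentration at half of the fitted maximal effect; 0% = full enzyme reaction and -100% = no-enzyme basal signal; the screen sought inhibitors and activators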
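Recombinant human alpha-glucosidase (4 nM final) hydrolysed bovine liver glycogen (30 ug) for 40 min at 37 C in pH 5.0 citrate/phosphate with 0.01% Tween-20. Released glucose detected by glucose oxidase/Amplex Red, Ex 573/Em 610 nm. Compounds up to 77 uM; AC50 from Hill fits.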
* = called active by the depositor; u = inconclusive; x = no result given; & = joins results of further samples; [ ] = dose if it differs, or a comment. Unless noted, the call rests on the fitted dose curve; in most records, active means well fitted curve in the direction sought with a large enough effect; inconclusive means small, poorly fitted or top-dose-only effect, or another doubt; inactive means no such curve, though single readings can be large; an effect the other way counts as inactive or inconclusive. Rows were taken by chance. About 1.5% of those tested had a hit in this group.

# | canonical_smiles | HTT cytoprotect | HttQ103 aggreg | CBFb RUNX1 block | aGlu spleen mod
1 | CCOC(=O)c1ccc(S(=O)(=O)NNC(=O)c2cccc(N(C)C)c2)cc1 | -25% | -4% | -1% | 0%
2 | Cc1ccc(-n2c(-c3ccc(Cl)cc3)c[n+]3c2CCC3)cc1 | -6%[10 µM] | -21%[9.22 µM] | 3% | -1%
3 | CCc1ccc(OCc2nnc(SCC(=O)N3CCN(c4ccccc4)CC3)o2)cc1 | 14%[10 µM] | 1% | 20% | 6%
4 | CN(C)CCNc1nc2c(c(=O)[nH]c(=O)n2C)n1CCCc1ccccc1 | 5% | -11% | -1% | -17%
5 | COc1ccccc1N1CCN(C(=O)C(Cc2ccccc2)NC(=O)C2CCCCC2)CC1 (stereo not drawn) | -20% | 11% | 6% | -18%
6 | C/C(=N/NC(=O)Cc1ccccc1)c1ccc(C)s1 | -21%[10 µM] | -7% | -1% | -1%
7 | Cn1nnnc1SCC(=O)NCCCc1ccccc1 | -13% | 12% | -4% | -20%
8 | CCN(CC(=O)Nc1ccc(N2CCOCC2)cc1)C(=O)c1ccc(C#N)cc1 | -39%[inhibitor] | 13% | 3% | -3%
9 | Cc1ccc(NC(=O)C2(N3CCC3=O)CCCCC2)cc1 | 16%[10 µM] | -33%[9.22 µM] | 5% | -3%
10 | Cc1c(NC(=O)C(C)OC(=O)CCc2ccccc2)c(=O)n(-c2ccccc2)n1C (stereo not drawn) | -43%[inhibitor] | -8% | 16% | -2%

# | Lamin A splicing | GAA inh | GAA glycogen mod
1 | -4%[46 µM] | -2% | u
2 | x | x | 10%
3 | -3% | 2% | 5%
4 | -3% | 0%[15.4 µM] | 7%
5 | 3% | -1% | -13%
6 | 9% | -18% | 11%
7 | 1% | -11% | 3%
8 | u | 1% | -9%
9 | u | 8% | 10%
10 | x | -3% | 4%

(list continues)
# | canonical_smiles | HTT cytoprotect | HttQ103 aggreg | CBFb RUNX1 block | aGlu spleen mod
11 | CCC(=O)c1ccc(N2CCN(C(=O)c3cc([N+](=O)[O-])ccc3N3CCN(C)CC3)CC2)c(F)c1 | -11% | 6% | 4% | 1%
12 | Cc1ccc(C2CC(C(F)(F)F)n3nc(C(=O)NCc4c(C)nn(C)c4C)c(Cl)c3N2)cc1 (stereo not drawn) | -30% | 13µM* | 0% | 11%
13 | CCOc1ccc(-n2cnc3scc(-c4ccc(OC)c(OC)c4)c3c2=O)cc1 | 1%[10 µM] | 9%[9.22 µM] | -1% | -5%
14 | Cc1cc(C)cc(N(C(C)C(=O)N2CCCCC2)S(C)(=O)=O)c1 (stereo not drawn) | 13% | -5% | -2% | -15%
15 | COc1ccc(C(=O)Cn2c3ccccc3n3nc(CCC(=O)O)c(=O)nc23)cc1OC | 24%[10 µM] | 2% | 0% | -3%
16 | COc1cc(C(=O)NCCCNc2ccc([N+](=O)[O-])cc2)cc(OC)c1OC | 28%[10 µM] | -2% | 1% | u
17 | O=C(CN1C(=O)C2CC=CCC2C1=O)Nc1ccc(-c2nnc3n2CCCCC3)cc1 (stereo not drawn) | -3%[10 µM] | 11% | -2% | -4%
18 | COCCn1c(=O)c(-c2ccc(Cl)cc2)nc2cnc(N(C)C)nc21 | -38%[inhibitor] | x | x | 13%
19 | CC(=O)C1=C(O)C(=O)N(Cc2cccnc2)C1c1ccc(Cl)cc1 (stereo not drawn) | 0%[10 µM] | 8% | 8% | -2%
20 | CCn1c(Cc2ccccc2)nnc1SCC(=O)c1cccc([N+](=O)[O-])c1 | 10% | 15% | -3% | -1%

# | Lamin A splicing | GAA inh | GAA glycogen mod
11 | 10% | -8% | 9%
12 | u | -7% | -8%
13 | u | -3% | -4%
14 | 1% | -3% | 9%
15 | -1% | -3% | -4%
16 | -9% | 1% | -1%
17 | u | -14% | 5%
18 | 20% | x | x
19 | -9% | u | 0%
20 | 7% | -20% | -6%

Complete entries, looked up by structure.
Cc1ccc(C2CC(C(F)(F)F)n3nc(C(=O)NCc4c(C)nn(C)c4C)c(Cl)c3N2)cc1 (stereo not drawn) is entered as HTT cytoprotect = -30%; HttQ103 aggreg = 13µM*; CBFb RUNX1 block = 0%; aGlu spleen mod = 11%; Lamin A splicing = u; GAA inh = -7%; GAA glycogen mod = -8%
CCC(=O)c1ccc(N2CCN(C(=O)c3cc([N+](=O)[O-])ccc3N3CCN(C)CC3)CC2)c(F)c1 is entered as HTT cytoprotect = -11%; HttQ103 aggreg = 6%; CBFb RUNX1 block = 4%; aGlu spleen mod = 1%; Lamin A splicing = 10%; GAA inh = -8%; GAA glycogen mod = 9%

Later entries.
# | canonical_smiles | HTT cytoprotect | HttQ103 aggreg | CBFb RUNX1 block | aGlu spleen mod
21 | CCCN1CCC(=O)N([C@H](CSc2ccc(OC)cc2)c2ccccc2)CC1 | -5%[10 µM] | 32%[9.22 µM] | 8% | 0%
22 | O=C(N/N=C/c1ccccc1[N+](=O)[O-])c1ccc2nc[nH]c2c1 | 10%[10 µM] | 7%[9.22 µM] | 1% | -6%
23 | COCCN(C(=O)Cc1cccs1)c1nnc(-c2ccncc2)s1 | 5%[10 µM] | 6% | 2% | -9%
24 | O=C(CSc1nc2sc3c(c2c(=O)n1-c1ccccc1)CCCC3)NCc1ccco1 | 14%[10 µM] | u | 4% | -8%
25 | CC(=O)c1cn(CC(=O)NCc2cccnc2)c2ccccc12 | 10% | u | -1% | -1%
26 | CCOc1ccc(-c2c(C#N)c(N)nc3sc(C(=O)c4ccccc4)c(N)c23)cc1 | 9%[10 µM] | -6%[9.22 µM] | 23% | -5%
27 | COC(=O)c1cn(Cc2c(C)cc(C)cc2C)nn1 | x | 3% | -1% | 2%
28 | CC(C)(CNS(=O)(=O)c1ccc2c(c1)OCCO2)N1CCOCC1 | -23% | 11% | 4% | -3%
29 | O=C(CN1CCN(c2ccccn2)CC1)Nc1cccc(S(=O)(=O)N2CCOCC2)c1 | 16%[10 µM] | 6%[9.22 µM] | 6% | -6%
30 | Cc1cccc(-n2c(SCC(N)=O)nc3c(c2=O)C2(CCCC2)Cc2ccccc2-3)c1 | 5%[10 µM] | -14% | -4% | -6%

# | Lamin A splicing | GAA inh | GAA glycogen mod
21 | x | x | 9%
22 | x | 2%[15.4 µM] | 3%
23 | 0% | 10% | 2%
24 | -10% | 5% | 10%
25 | u | 0% | -5%
26 | x | x | 10%
27 | 3% | -4% | 0%
28 | 16%[46 µM] | 1% | -13%
29 | u | -3% | 7%
30 | u | -10% | -12%

The results go on:
# | canonical_smiles | HTT cytoprotect | HttQ103 aggreg | CBFb RUNX1 block | aGlu spleen mod
31 | COc1ccc(OCC(=O)OCC(=O)Nc2ccc(S(=O)(=O)N3CCCCC3)cc2)cc1 | -5% | -10% | 0% | -3%
32 | CC(C)c1ccc(/C=C/c2ccc(=O)n(C)n2)cc1 | x | -9% | -1% | 4%
33 | COc1ccc(OC)c(S(=O)(=O)n2nc(-c3ccccc3)cc2N)c1 | 8% | 12% | -1% | -3%
34 | CCOC(=O)c1oc2ccccc2c1CN1CCN(C(=O)c2ccccc2)CC1 | -4%[10 µM] | 16% | -1% | -4%
35 | COc1ccc(CCN(C(=O)C(F)(F)F)C(C(=O)NC2CCCCC2)c2ccc(C)s2)cc1 (stereo not drawn) | -29% | -6% | 4% | -6%
36 | Cn1nnnc1SCc1cc(=O)[nH]c2ccccc12 | 26% | -9% | -9% | 0%
37 | CCc1ccc(C(=O)NNc2ccccc2F)cc1 | 29%[10 µM] | 1%[9.22 µM] | 1% | 4%
38 | COc1cc(C2c3sc(=O)[nH]c3SC3C(=O)N(c4ccc(C)cc4)C(=O)C32)ccc1O (stereo not drawn) | -7%[10 µM] | -14%[9.22 µM] | -15% | -1%
39 | N#CCSc1nnc(Cc2ccc3c(c2)OCO3)o1 | -21%[10 µM] | u | -3% | -8%
40 | O=C(c1ccco1)N1CCN(C(=O)C2CCCN(S(=O)(=O)Cc3ccccc3)C2)CC1 (stereo not drawn) | 19% | 7% | 4% | -1%

# | Lamin A splicing | GAA inh | GAA glycogen mod
31 | 8% | u | -4%
32 | u | 0% | 1%
33 | 8% | -13% | u
34 | u | 0% | 4%
35 | -4% | -2% | 6%
36 | 12% | 5% | 3%
37 | x | 4%[15.4 µM] | u
38 | x | -9% | 11µM*
39 | 10% | 1% | 0%
40 | 8% | -12% | 1%

The list continues:
# | canonical_smiles | HTT cytoprotect | HttQ103 aggreg | CBFb RUNX1 block | aGlu spleen mod
41 | CCN(CC)CCNC(=O)CS(=O)Cc1nc(-c2ccc(Cl)cc2)oc1C (stereo not drawn) | -7% | 9% | -2% | -6%
42 | O=S(=O)(Nc1ccc2c(c1)OCCO2)c1cccc2nsnc12 | 18% | 9%[9.22 µM] | -7% | 5%
43 | CS(=O)(=O)c1ccc2c(c1)sc1nc(=O)c(/C=C3/C=CC(=O)C(O)=C3)c(N)n12 | -6%[10 µM] | -5%[9.22 µM] | x | -12%
44 | CCOC(=O)C(C)On1c(-c2cccc(Cl)c2)nc2ccc([N+](=O)[O-])cc21 (stereo not drawn) | 9% | -14% | -26% | -5%
45 | N#CCCn1c(C(C#N)(CCC#N)CCC#N)nc2ccccc21 | 5% | 11% | 4% | -3%
46 | COC(=O)C1=C(C)NC(C)=C([N+](=O)[O-])C1c1ccccc1C(F)(F)F (stereo not drawn) | -25%&-10% | -11% | -16%&18%&14%&-19% | -2%&0%&6%&9%
47 | Cc1ccc(N(C(=O)c2csnn2)C(C(=O)NC(C)(C)C)c2cccnc2)cc1C (stereo not drawn) | -2%[10 µM] | -1%[9.22 µM] | 9% | -9%

# | Lamin A splicing | GAA inh | GAA glycogen mod
41 | -5% | 1% | 11%
42 | -1% | 3% | 0%
43 | x | u | 8.9µM*
44 | u | -6% | -3%
45 | 1% | -10% | -1%
46 | u | -2%[15.4 µM] | -3%
47 | x | -12% | 9%

High-throughput results: PubChem BioAssay, National Center for Advancing Translational Sciences (NCATS)
